12-LOX inh – ALOX12 (human) lipoxygenase inhibition; P18054; AID 1671190; 580,000 compounds, 1.1% hits; Potency, µM (highest dose often 108 µM), without a hit: at the top dose activity change, negative = inhibition, actives largely listed as inhibitors; purified 12hLO, xylenol orange hydroperoxide absorbance; active = well fitted inhibition curve with a large enough effect; inconclusive = small, poorly fitted or top-dose-only effect, or another doubt; inactive = no such curve, though single readings can be large or run the other way
Target sequence (P18054 whole entry, looked up): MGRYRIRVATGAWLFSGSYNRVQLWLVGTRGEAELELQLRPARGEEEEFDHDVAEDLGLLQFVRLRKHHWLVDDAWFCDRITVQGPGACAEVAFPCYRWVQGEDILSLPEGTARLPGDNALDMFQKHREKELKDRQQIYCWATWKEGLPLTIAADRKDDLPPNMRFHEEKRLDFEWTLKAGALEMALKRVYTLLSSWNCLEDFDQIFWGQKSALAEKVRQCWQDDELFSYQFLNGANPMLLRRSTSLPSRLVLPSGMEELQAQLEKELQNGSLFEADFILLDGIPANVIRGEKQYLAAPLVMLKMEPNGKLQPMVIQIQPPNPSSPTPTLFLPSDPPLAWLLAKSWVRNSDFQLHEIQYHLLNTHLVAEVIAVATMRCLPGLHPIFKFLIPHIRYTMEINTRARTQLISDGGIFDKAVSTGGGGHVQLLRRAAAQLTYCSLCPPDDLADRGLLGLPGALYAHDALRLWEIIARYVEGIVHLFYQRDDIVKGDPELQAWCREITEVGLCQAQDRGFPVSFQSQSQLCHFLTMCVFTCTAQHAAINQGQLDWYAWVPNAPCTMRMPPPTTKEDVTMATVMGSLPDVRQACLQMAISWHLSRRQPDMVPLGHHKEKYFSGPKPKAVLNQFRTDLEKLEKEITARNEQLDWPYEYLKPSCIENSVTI
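Hydroperoxide product was detected by ferrous iron/xylenol orange as the 573 to 405 nm absorbance ratio. Arachidonic acid at 40 uM (final) was turned over for 30 min at room temperature by 150 nM human 12hLO, pH 7.0 Hepes buffer, after 15 min compound preincubation.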
* = called active by the depositor; ? = inconclusive; [ ] = remark or other dose. % is set by controls: 0 for no effect and ±100 for the full control effect; potency is the fitted concentration of half-maximal effect.

SMILES	12-LOX inh
Cn1c(=O)oc2ccc(C(=O)N3CCn4nc(C(O)CO)cc4C3)cc21 (stereo not drawn)	24%
Cc1cc(Br)ccc1NC(=O)c1nc2ccccc2nc1N1CCN(C)CC1	3%
Cc1ccc(O)c(CN2CCC(C3(c4ccccn4)NC(=O)NC3=O)CC2)c1 (stereo not drawn)	8%
O=C(C1CCCC1)N1CCCCC12Cc1ccccc1NC2=O (stereo not drawn)	72%[activator][176 µM]
COc1ccc(/C=C/C(=O)c2ccc(O)cc2)cc1C	?
Cc1ccc2c(=O)cc(C(=O)NCC(c3ccco3)N3CCOCC3)oc2c1C (stereo not drawn)	-19%
c1coc(CNCc2ccc3cc[nH]c3c2)c1	-23%
Cc1ccc(C)c(CNC(=O)Nc2nc(C)ns2)c1	57%[activator]
CCc1ccc(C=C2SC(=S)NC2=O)cc1	11µM*
O=C(NC1CCOCC1)c1ccc2c(c1)OCCN(c1ccccc1)C2	?
O=C(c1ccc(F)cc1)N1CCC(n2c(=O)[nH]c3ccccc32)CC1	?
O=C(C1CCOCC1)N1C[C@H]2OC(=O)N(CCc3cccc(Cl)c3)[C@H]2C1	38%[activator]
COc1cccc(CN2C[C@@H](CO)[C@H](C(=O)NC3CC3)C2)c1OC	55%[activator]
Clc1ccccc1COc1ccc2ccccc2c1CNCc1cccnc1	-14%
N#C/C(=C/c1ccccc1OCc1cccc(C(F)(F)F)c1)C(=O)NCc1ccc(F)cc1	12%
CC(C)NS(=O)(=O)c1ccc(Cl)c(C(=O)NCc2ccc(-c3nc4ccccc4s3)o2)c1	16µM*
Cc1cn2nc(C(=O)N3CCC(NC(=O)C(C)c4ccccc4)CC3)cc2c(=O)[nH]1 (stereo not drawn)	28%
Cc1cnc(-n2ncc(C(=O)NCC3CCCN(C)C3)c2C)nc1-c1cccs1 (stereo not drawn)	13%
Brc1cccc(-c2nc3cc4c(cc3[nH]2)OCCO4)c1	?
Clc1ccccc1-c1cc(NCc2cccnc2)ncn1	-18%
NCCn1cc(C(=O)NCC(O)CN2CCCCCC2)nn1 (stereo not drawn)	26%
CCn1cc(S(=O)(=O)N2CCCCC2c2noc(COCCOC)n2)cn1 (stereo not drawn)	12%
Cc1ccc(-c2ccccc2CN)cc1Cl	13%[12.5 µM]
O=c1c2ccccc2c(-c2cccs2)nn1CC(O)COCc1ccccc1F (stereo not drawn)	-5%
O=C(CSc1ncnc2ccccc12)Nc1cc(Cl)ccc1Cl	32%[activator]
NS(=O)(=O)c1ccc(N/N=C/c2cccs2)c([N+](=O)[O-])c1	-56%
Cc1ccc(NC(=O)C(C)N(c2ccc(C)c(C)c2)S(C)(=O)=O)cc1C (stereo not drawn)	8%
O=C1CC(c2noc(-c3ccccc3)n2)CN1c1ccc(Cl)cc1 (stereo not drawn)	54%[activator]
O=C(Cn1nc2c(cc1=O)CCCC2)NCCc1cccc(F)c1	35%
O=C(c1ccc2nc(-c3ccccc3)cn2c1)N1CCOC(C(F)(F)F)C1 (stereo not drawn)	76%[activator]
Cc1nc(-c2cccnc2)[nH]c(=O)c1CC(=O)N(C)C(C)C(C)(C)C (stereo not drawn)	0%
CCc1ccc(CNCC2CCCO2)cc1 (stereo not drawn)	?
COCc1ccc(C(=O)N[C@@H]2CCOC[C@H]2OCc2ccccc2)s1	9%
O=C(c1cc(C(F)(F)F)cc(C(F)(F)F)c1)N1CCC2(CC1)CCN(c1ccccc1)CC2	?
O=C(O)C1CC=CCC1C(=O)Nc1ccccc1C(F)(F)F (stereo not drawn)	66%[activator]
O=C(c1ccccc1F)N1CCC2(C1)C(=NC1CCCC1)NC(=O)N2c1cc(F)cc(F)c1 (stereo not drawn)	5%[6.33 µM]
Cc1cnc(-c2ccccc2)n1CCNC(=O)c1cccnc1	47%
Cn1c(CNC(=O)C2CCCN(C(=O)c3ccccc3)CCC(=O)NCC2)nc2ccccc21 (stereo not drawn)	103%[activator]
COc1ccc(Oc2ncc3nc(CCc4ccccc4)c(=O)n(CCC#N)c3n2)cc1	0%
O=C(C1CN(c2ccccc2)C(=O)N1)N1CCN(Cc2ccccc2)CC1 (stereo not drawn)	30%
CCc1ccc(NC(=O)CN2C(=O)NC3(CCS(=O)(=O)CC3)C2=O)cc1	3%
COc1ccc(OC)c(NC(=O)COc2cccc(C)c2C)c1	-5%
COc1ccc(CNC(=O)CSC2=NC3(CCCCC3)N=C2c2cccs2)cc1	-1%
COCCc1noc(-c2ccccc2OC2CNC2)n1	36%[activator]
CCN(Cc1cc2ccccc2[nH]c1=O)S(=O)(=O)c1ccc(C)cc1	-20%

Copied from the list.
12-LOX inh with COCc1ccc(C(=O)N[C@@H]2CCOC[C@H]2OCc2ccccc2)s1 reads 9%
12-LOX inh with Cc1nc(-c2cccnc2)[nH]c(=O)c1CC(=O)N(C)C(C)C(C)(C)C (stereo not drawn) reads 0%
12-LOX inh with COc1ccc(CNC(=O)CSC2=NC3(CCCCC3)N=C2c2cccs2)cc1 reads -1%
12-LOX inh with Cn1c(CNC(=O)C2CCCN(C(=O)c3ccccc3)CCC(=O)NCC2)nc2ccccc21 (stereo not drawn) reads 103%[activator]
12-LOX inh with Cc1cnc(-c2ccccc2)n1CCNC(=O)c1cccnc1 reads 47%

Additional records follow:
SMILES	12-LOX inh
Cn1ccnc1CN1CCN(C(=O)[C@H]2CNC[C@H](C(=O)N3CCOCC3)C2)CC1	11%
COC(=O)c1cc(NCc2ccc(-c3ccccc3)cc2)ccc1N1CCOCC1	-16%
COc1ccc(C(=O)NCC2Cc3cccc(-c4ccc(S(C)(=O)=O)cc4)c3O2)c(OC)n1 (stereo not drawn)	5%
CC(C)CN1C(=O)c2ccccc2C(C(=O)N2CCSCC2)C12CCCC2 (stereo not drawn)	33%
COc1ccc2c(=O)c(-c3ccccc3)coc2c1C	32µM*
Cc1cccc(Nc2ccc3ccccc3c2)c1	?
CCCn1ccnc1CN1C[C@@H](NC(=O)c2ccon2)C[C@H]1C(=O)NCC	113%[activator]
CCCn1cc(C(=O)N2C[C@H](c3ccccc3)[C@@H](N)C2)c(C)n1	49%[activator]
O=C(Nc1ccc(Cl)cc1)c1cc(-c2ccc[nH]2)n[nH]1	?
O=C(O)Cc1cccc2cccnc12	?
N#Cc1nc(-c2ccc(S(=O)(=O)N3CCCCCC3)cc2)oc1NCc1ccco1	-2%
COc1ccc2c(C)c(-c3cccc4ccccc34)c(=O)oc2c1	-5%
COc1ccc(C(=O)N2CCCC(c3noc(COc4ccccc4F)n3)C2)cc1OC (stereo not drawn)	?
CCN1C(=O)C(Cc2ccc(OC)c(OC)c2OC)c2ccccc21 (stereo not drawn)	-40%
O=C(COC(=O)c1ccc2c(c1)NC(=O)CS2)NCc1ccccc1	?
COc1cccc(CN2CCc3c(cc(C(=O)Nc4cc(C)ccc4C)n3C)C2)c1	56%[activator]
O=C(NC(C1CC1)C1CC1)c1ccccc1F	42%[activator]
FC(F)(F)c1ccccc1-c1cncnc1NCc1cccs1	?
O=C(c1cc(C(F)(F)F)cc(C(F)(F)F)c1)N1CCC2(CC1)CCN(c1ccccn1)CC2	10%[57.4 µM]
O=C1C(Nc2ccccc2)=CC(c2ccccc2F)N1c1ccccc1 (stereo not drawn)	?
CC(c1cccs1)N(C)C(=O)Cc1ccc(F)cc1 (stereo not drawn)	11%[176 µM]
Cc1nc(-c2ccccc2)n(Cc2ccc(F)cc2Cl)c(=O)c1CCO	5%
CC(=O)c1c(C)n([O-])c2cc(Cl)c(Cl)cc2[n+]1=O	-21%
Cc1ccc(N2CC(c3nnc(NC(=O)c4ccc(NC(=O)C(C)C)cc4)s3)CC2=O)cc1Cl (stereo not drawn)	9%
Cc1nc(C(=O)O)c(C(=O)O)nc1C	-37%
C=CCNC(=O)N[C@H]1CO[C@H]2[C@@H]1OC[C@@H]2Nc1nccc(C(C)(C)C)n1	18%[176 µM]
Cc1ccc2nc(NC(=O)C3CC(=O)N(c4n[nH]c5cccc(F)c45)C3)sc2c1 (stereo not drawn)	24%
CNC(=O)CCNC(=O)Cn1c(-c2ccccc2)cc2ccccc21	-26%
CC(C)(C)CC(=O)NCC(O)c1ccccc1C(F)(F)F (stereo not drawn)	-2%
CCn1nccc1C(=O)N1CCC2(CC1)C(OC)CN2c1cccc(F)c1 (stereo not drawn)	49%[activator]
Cc1noc(-c2cccc(OC3CN(C(=O)c4cccn4C)C3)c2)n1	24%
COc1cccc(CCC(=O)Nc2cccc(-c3nnc4n3CCCC4)c2)c1	4%
Cc1ccccc1-c1nc(C2CC(=O)N(C3CCCCC3)C2)no1 (stereo not drawn)	1%
O=C(C1CC1)N1CC[C@H]2COC(=O)N2c2ccccc2C1	-4%[176 µM]
Cc1cccc(C(=O)N[C@@H](Cc2ccccc2)C(=O)N2CCCOCCNC(=O)CC2)c1	37%
CC(c1cccs1)N(C)S(=O)(=O)c1cc(C(=O)O)cs1 (stereo not drawn)	?
COC(=O)c1ccccc1-c1ccc(C=C(C#N)C#N)o1	?
CC(CNC(=O)CCc1nc2ccccc2[nH]1)N1CCCCC1 (stereo not drawn)	14%
CCCCc1c(-c2ccccc2OC)ncn1C(C)c1ccccc1 (stereo not drawn)	?
COc1ccc(C(C(=O)NC(C)(C)C)n2c(-c3ccc(C(F)(F)F)cc3)nc3ccccc32)cc1 (stereo not drawn)	10%
CC(Sc1ncnc2ccccc12)C(=O)Nc1cccc(Cl)c1Cl (stereo not drawn)	-3%
CNC(=O)NC(=O)CSc1cc(C)c2ccccc2n1	-21%
COc1ccc(C(=O)N2CCN(c3nnc4c(Cl)cccn34)CC2)cc1	63%[activator]
COc1ccc(CN2CCC3(CC(=O)NC3=O)C2)cc1OCc1ccccc1 (stereo not drawn)	51%
COC(=O)C1=CC(=O)C=C(OC)[C@@]12Oc1cc(C)cc(OC)c1C2=O	4.5µM*

Shown field by field: four of the compounds above
> CC(c1cccs1)N(C)S(=O)(=O)c1cc(C(=O)O)cs1 (stereo not drawn)
  12-LOX inh = ?

> COC(=O)c1ccccc1-c1ccc(C=C(C#N)C#N)o1
  12-LOX inh = ?

> CC(CNC(=O)CCc1nc2ccccc2[nH]1)N1CCCCC1 (stereo not drawn)
  12-LOX inh = 14%

> CCCCc1c(-c2ccccc2OC)ncn1C(C)c1ccccc1 (stereo not drawn)
  12-LOX inh = ?

(more compounds)
SMILES	12-LOX inh
CN(CC(=O)NC(N)=O)c1ccc(C(C)(C)C)cc1	?
Cc1ccccc1CC(=O)N1CCC2(CC1)NC(=O)N(c1ccc(F)cc1)N2	?
CC(C)(C)OC(=O)N1CCN(C(C(=O)O)c2c[nH]c3cc(Cl)ccc23)CC1 (stereo not drawn)	?
COc1ccc(S(=O)(=O)N2CCC(CC(=O)NCc3ccccc3)C2)cc1 (stereo not drawn)	?
O=C(c1cncn1-c1ccc(F)cc1)N1CCCN(S(=O)(=O)c2ccc(F)cc2)CC1	2%
CCCCCN1CCN(c2nc3c(c(=O)[nH]c(=O)n3C)n2Cc2ccccc2C)CC1	?
O=c1[nH]c(Nc2ccccc2)nc2nccc(-c3cccs3)c12	56%[activator]
Cn1c(=O)c2c(nc(CN3CCN(c4ccc(F)cc4)CC3)n2Cc2ccccc2)n(C)c1=O	15%
Cc1ncoc1C(=O)N1CCC2(CC1)CC(N(Cc1ccccc1)C1CC1)CCO2 (stereo not drawn)	10%
O=C(COC(=O)C1CCN(/C=C/C(=O)C(F)(F)F)CC1)NC(c1ccccc1)c1ccccc1	-9%
CN(Cc1nc(-c2ccccn2)no1)C(=O)C1CC2(CCNCC2)CN1 (stereo not drawn)	20%
O=C1CCCC2=C1C(c1cccs1)CC(=O)N2c1ccc(C(F)(F)F)cc1 (stereo not drawn)	3%
CC(C)CCNC(=O)c1ccc(CSCc2ccccc2Cl)o1	-15%
CCN1CCN(CCN2CC3(CCN(C(=O)c4ccsc4)CC3)OC2=O)CC1	25%
CN(C)c1ncc2nc(-c3ccccc3)c(=O)n(C[C@H]3CCCO3)c2n1	0%
CN1CCC([C@@H]2CN(C(=O)NCCc3ccccc3)C[C@H]2C(N)=O)CC1	46%[activator]
O=C(Nc1ccc(F)c(Cl)c1)N1CCCC(Cn2c(C3CC3)nc3cccnc32)C1 (stereo not drawn)	39%[activator]
CN(C)C[C@@H]1CN(c2ccncn2)C[C@H]1NC(=O)Cc1c[nH]c2ccccc12	62%[activator]
Cc1ccc(O)c(C(=O)/C=C/c2ccc(Cl)cc2Cl)c1	?
COc1cc(=O)n2c(c1C(=O)NCc1ccco1)CCN(Cc1c(F)cccc1F)CC2	12%
CN(C)c1ccc(C(=O)NCc2nnc3cc(-c4nc(C5CC5)no4)ccn23)cc1	3%
O=C(O)C(Cc1cccs1)c1ccccc1 (stereo not drawn)	?
CCC1=C(C(=O)OC)C(c2ccccc2Cl)N2C(CC(=O)NCC3CC3)=CSC2=N1 (stereo not drawn)	35%
C#CCNC(=O)C[C@@H]1C[C@@]2(C(=O)OC)CC(C)(C)CC=C2N(CCCCCCCC)C1=O	-20%
COCCN(Cc1ccccn1)C(=O)c1ccc2c(c1)ncn2C	55%[activator]
CC(C)CCNC(=O)c1cc(=O)[nH]c2ccc(S(=O)(=O)Nc3ccc(F)cc3)cc12	7%
COC(=O)C1C(=O)C=C(N)CC1c1ccco1 (stereo not drawn)	?

An excerpt from above in order of length of the SMILES, ascending:
SMILES	12-LOX inh
O=C(O)C(Cc1cccs1)c1ccccc1 (stereo not drawn)	?
COC(=O)C1C(=O)C=C(N)CC1c1ccco1 (stereo not drawn)	?
Cc1ccc(O)c(C(=O)/C=C/c2ccc(Cl)cc2Cl)c1	?
C#CCNC(=O)C[C@@H]1C[C@@]2(C(=O)OC)CC(C)(C)CC=C2N(CCCCCCCC)C1=O	-20%

High-throughput results: PubChem BioAssay, National Center for Advancing Translational Sciences (NCATS)

Not all compounds are listed. The share of hits here may be higher or lower than overall.
